C-LANA FP: inhibitors of KSHV C-LANA binding to DNA, primary screen, biochemical, fluorescence polarization, FAM-LBS DNA, MBP-C-LANA, single point | actives 0.078% (n = 340,000) | AID 504423, 2011 | inhibition, % at 9 µM;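 active = highest replicate inhibition at or above 60% at 9 µM, even if other replicates fall short; inactive = all replicates below 60% inhibition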;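 note: 0% = neutral control wells and 100% = 4 µM acridine orange control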
Rtt109 HAT inh: inhibitors of C. albicans Rtt109/Vps75 HAT, primary screen, biochemical, ThioGlo CoA-SH fluorescence, plate reader. AID 540336, 2011. inhibition, % at 34.9 µM. actives 0.16% (n = 330,000). purified Rtt109/Vps75, 4 h;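 active = inhibition of at least 50% in every replicate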
Target sequence (Q5AAJ8 whole entry, looked up): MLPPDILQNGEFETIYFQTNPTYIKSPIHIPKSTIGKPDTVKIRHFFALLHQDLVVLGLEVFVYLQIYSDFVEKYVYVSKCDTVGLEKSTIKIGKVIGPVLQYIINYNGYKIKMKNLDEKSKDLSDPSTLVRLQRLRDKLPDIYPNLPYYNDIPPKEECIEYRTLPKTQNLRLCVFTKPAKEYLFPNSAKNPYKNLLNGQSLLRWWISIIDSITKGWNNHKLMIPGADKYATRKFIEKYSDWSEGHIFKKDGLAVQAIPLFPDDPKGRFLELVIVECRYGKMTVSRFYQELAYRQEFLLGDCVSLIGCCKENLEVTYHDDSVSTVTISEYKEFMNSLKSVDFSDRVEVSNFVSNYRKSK
PfHsp90 yeast 2: growth inhibition of PfHsp90-expressing yeast, primary screen, antimalarial PfHsp90 inhibitor project, S. cerevisiae, BacTiter-Glo luminescence, single point, set 2; BacTiter-Glo ATP, 48 h; yeast lacking PDR1 and PDR3 efflux regulators; inhibition, % at 9.4 µM; actives 0.32% (n = 310,000);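 active = every replicate shows inhibition above about 80%, whatever the replicate mean, limit read from the data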;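 note: 0% = DMSO neutral controls and 100% = 20 µM radicicol positive controls; yeast relying on Plasmodium falciparum Hsp90 in place of its own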
Cardiac RTF inh: cardiac RTF calcium sensitivity inhibitors, primary screen, biochemical, IANBD-TnC fluorescence, EC70 calcium | Troponin I, cardiac muscle (Homo sapiens) + Troponin T, cardiac muscle (Homo sapiens) + … | IANBD-labeled cardiac RTF, Ca2+ fluorescence | inhibition, % at 7.15 µM | actives 0.12% (n = 340,000) | AID 493244, 2011;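 active = inhibition above the mean inhibition of all tested compounds plus 3 SD, cut at about 17% in these data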;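 note: assay run at fixed EC70 calcium of 1.6 mM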
dFosB act: activators of delta FosB homodimer, primary screen, biochemical, fluorescence polarization, TAMRA-CDK5 oligo, single point; Protein FosB (Mus musculus), P13346; purified delta FosB; percent of positive-control signal above neutral wells; activation, % at 25 µM; actives 0.99% (n = 340,000);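 active = mean activation above about 17%, with every replicate also reaching it, limit read from the data, passing the limit was not always enough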;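 note: fluorescence polarization rise as delta FosB binds a TAMRA Cdk5 AP-1 oligo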
Keap1 Nrf2 FP: Keap1-Nrf2 protein-protein interaction inhibitors, primary screen, biochemical, fluorescence polarization, single point. Keap1 Kelch-Nrf2 peptide fluorescence polarization, 1536-well. AID 504523, 2011. actives 0.15% (n = 340,000). Kelch-like ECH-associated protein 1 (Homo sapiens), Q14145. inhibition, % at 9.4 µM; in the data active = inhibition above about 12%;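 note: human Keap1 Kelch domain with fluorescein labeled Nrf2 9mer peptide probe; 0% = neutral control wells and 100% = peptide positive control; higher means more block of Keap1 binding to Nrf2 peptide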
Target sequence (Q14145 whole entry, looked up, the tested form may be a part): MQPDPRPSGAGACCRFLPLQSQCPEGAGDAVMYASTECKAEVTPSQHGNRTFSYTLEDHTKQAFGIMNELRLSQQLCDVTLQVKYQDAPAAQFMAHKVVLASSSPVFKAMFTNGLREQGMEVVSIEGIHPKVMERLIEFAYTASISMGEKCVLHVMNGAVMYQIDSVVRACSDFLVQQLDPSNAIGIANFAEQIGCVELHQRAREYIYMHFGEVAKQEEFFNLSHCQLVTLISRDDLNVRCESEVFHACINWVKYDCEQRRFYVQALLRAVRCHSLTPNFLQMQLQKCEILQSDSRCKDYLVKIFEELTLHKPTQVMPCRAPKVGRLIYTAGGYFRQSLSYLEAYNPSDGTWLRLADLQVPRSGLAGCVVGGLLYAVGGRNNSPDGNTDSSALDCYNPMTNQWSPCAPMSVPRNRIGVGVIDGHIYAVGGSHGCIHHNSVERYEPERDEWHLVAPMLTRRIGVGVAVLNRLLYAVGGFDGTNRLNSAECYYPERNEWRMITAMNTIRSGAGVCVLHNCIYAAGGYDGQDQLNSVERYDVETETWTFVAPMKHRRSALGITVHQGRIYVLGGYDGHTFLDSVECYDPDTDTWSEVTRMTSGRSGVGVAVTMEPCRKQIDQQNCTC
cardiac RTF act: cardiac RTF calcium sensitivity activators, primary screen, biochemical, IANBD-TnC fluorescence, EC20 calcium; Troponin I, cardiac muscle (Homo sapiens) + Troponin T, cardiac muscle (Homo sapiens) + …; IANBD-labeled TnC RTF fluorescence at EC20 calcium; 0% EC20 calcium, 100% full calcium; activation, % at 7.2 µM; actives 0.24% (n = 340,000); AID 493008, 2010;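 active = activation above the mean over all tested compounds plus 3 SD, cut at about 30% in these data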;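 note: rise in fluorescence read as greater calcium sensitivity of cardiac thin filaments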
SUMO Mot1 rescue: yeast Mot1-301 growth rescue at high temperature, primary screen, SUMOylation pathway inhibitor project, S. cerevisiae, ATP luminescence, 38.5C; S. cerevisiae Mot1-301 growth rescue; percent above DMSO median, 100 means doubled; growth rescue, % at 18.8 µM; actives 1% (n = 320,000);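 active = every valid replicate shows activation above 250% relative to neutral control wells; inactive = the rest, any valid replicate at or below 250%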;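 note: OY570 slx delta 5 strain wells were the positive control but not used for scaling; some compounds called inactive have numbers as strong as hits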
PvdQ inh: P. aeruginosa PvdQ acylase inhibitors, primary screen, biochemical, fluorescence, plate reader and imaging, single point; PvdQ acylase [Pseudomonas aeruginosa LESB58]; purified PvdQ acylase; inhibition, % at 10 µM; actives 0.063% (n = 340,000); AID 488965, 2010; in the data active = inhibition above about 30%, passing the limit was not always enough;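 note: 0% = vehicle neutral wells and 100% = reference inhibitor wells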
NSD2 HMT inh: NSD2 histone methyltransferase inhibitors, primary screen, biochemical, AlphaScreen, single concentration, set 2 | Histone-lysine N-methyltransferase NSD2 (Homo sapiens), O96028 | actives 0.54% (n = 310,000) | AID 743445, 2014 | inhibition, % at 12.5 µM | NSD2 peptide methylation, 120 min; in the data active = inhibition above about 50%
CDK5 inh: inhibitors of human CDK5/p35 kinase, primary screen, biochemical, single concentration. AID 488839, 2010. inhibition, % at 10 µM. Recombinant CDK5/p35, ADP-Glo luminescence, 60 min. actives 0.01% (n = 330,000). Cyclin-dependent kinase 5 (Homo sapiens) + Cyclin-dependent kinase 5 activator 1 (Homo …;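 active = highest replicate inhibition of at least 50% and at least 75% of replicates reaching 50%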;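 note: plate controls were DMSO neutral control for no effect and GW8510 at 10 µM for full effect; many of its hits are not listed in these tables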
Numbers without * were called inactive; i = inactive; x = not tested or not shown.

cpd	structure	C-LANA FP	Rtt109 HAT inh	PfHsp90 yeast 2	Cardiac RTF inh	dFosB act	Keap1 Nrf2 FP
1	COc1ccccc1NC(=O)C1CCN(c2ncccn2)CC1	-0.2	4	1	-6	-2	-6
2	NC(=O)C1CC(=O)N(c2ccc(OCc3ccc(Cl)cc3Cl)cc2)C1 (centres undefined)	-0.9	-7	-6	-10	-5	4
3	COc1cc(OC)cc(C(=O)Nc2cccnc2)c1	0.2	2	7	-1	-11	2
4	CC(C)N(C(=O)NC(=O)Nc1ccccn1)S(C)(=O)=O	-1.9	-5	-10	-11	2	-3
5	COc1ccc(CNC(=O)N[C@@H](Cc2c[nH]c3ccccc23)C(=O)O)cc1	-1.0	4	-6	3	2	-4
6	CCOC(=O)N1CCN(Cc2nc(-c3ccc(OC)cc3)no2)CC1	-0.1	-8	14	-8	1	2
7	CCCCOc1ccc(CON(C(C)=O)C(C)=O)cc1Cl	-0.1	-2	-8	-3	-3	-4
8	COC(=O)[C@@]12CCCCN1[C@H](c1ccc(-c3ccccc3)c(OC)c1)[C@H]1C(=O)N(C)C(=O)[C@H]12	1.4	9	0	-5	-3	-2
9	OCC1OC(n2cnc3c(=S)nc[nH]c32)CC1O (centres undefined)	1.2	-7	-21	0	-1	-3
10	CCc1cc2cc(C)ccc2nc1SCC(=O)N1CC(=O)Nc2ccccc21	2.4	8	4	-5	-13	-3
11	COc1ccccc1Cn1c(=S)[nH]c2ccccc2c1=O	-2.5	4	26	-11	-7	99*
12	Cc1cc(C)c(OCC(=O)Nc2nc(-c3ccccn3)cs2)c(C)c1	-0.8	1	-13	-3	-5	-3
13	CCOc1cc(S(=O)(=O)NCc2ccccc2)c(OCC)cc1-n1cnnn1	-2.4	-5	x	-7	-9	-3
14	c1ccc(Cc2noc(CN3CCC(CN4CCOCC4)CC3)n2)cc1	-1.0	-1	-9	14	5	5
15	CC(=O)N1CCN(C(=O)c2ccc(C(=O)c3ccccc3)cc2)CC1	-0.7	-14	8	-1	7	0

cpd	cardiac RTF act	SUMO Mot1 rescue	PvdQ inh	NSD2 HMT inh	CDK5 inh
1	8	-18	-15	0	0.1
2	2	-13	-2	x	-0.9
3	-1	32	-13	-2	1.3
4	-2	-21	-12	x	-1.6
5	-1	1	14	6	0.9
6	1	-35	-2	-4	0.4
7	0	-7	-6	x	0.4
8	-4	6	-8	x	0.6
9	5	x	-5	-3	-0.8
10	-1	19	-6	-7	1.4
11	-5	4	-12	-1	-2.6
12	12	736	-9	-24	-0.9
13	1	-22	-3	-5	-0.2
14	7	35	7	0	0.1
15	5	-14	4	-3	0.1

Random excerpt: 5 entries already listed
cpd	structure	C-LANA FP	Rtt109 HAT inh	PfHsp90 yeast 2	Cardiac RTF inh	dFosB act	Keap1 Nrf2 FP
9	OCC1OC(n2cnc3c(=S)nc[nH]c32)CC1O (centres undefined)	1.2	-7	-21	0	-1	-3
13	CCOc1cc(S(=O)(=O)NCc2ccccc2)c(OCC)cc1-n1cnnn1	-2.4	-5	x	-7	-9	-3
2	NC(=O)C1CC(=O)N(c2ccc(OCc3ccc(Cl)cc3Cl)cc2)C1 (centres undefined)	-0.9	-7	-6	-10	-5	4
15	CC(=O)N1CCN(C(=O)c2ccc(C(=O)c3ccccc3)cc2)CC1	-0.7	-14	8	-1	7	0
14	c1ccc(Cc2noc(CN3CCC(CN4CCOCC4)CC3)n2)cc1	-1.0	-1	-9	14	5	5

cpd	cardiac RTF act	SUMO Mot1 rescue	PvdQ inh	NSD2 HMT inh	CDK5 inh
9	5	x	-5	-3	-0.8
13	1	-22	-3	-5	-0.2
2	2	-13	-2	x	-0.9
15	5	-14	4	-3	0.1
14	7	35	7	0	0.1

Following part
cpd	structure	C-LANA FP	Rtt109 HAT inh	PfHsp90 yeast 2	Cardiac RTF inh	dFosB act	Keap1 Nrf2 FP
16	Nc1cc(S(=O)(=O)Nc2ccc(Cl)cc2)ccc1N1CCOCC1	1.3	27	-17	-5	-5	3
17	CC(C)CC(NC(=O)c1ccc(Cl)cc1)C(=O)OCc1cc([N+](=O)[O-])cc2c1OCOC2 (centres undefined)	-0.1	-7	16	-2	1	9
18	CC(=O)NC(=S)Nc1ccc2oc(=O)ccc2c1	0.7	3	3	-5	4	0
19	Cc1ccc(S(=O)(=O)N2CCCN(C(=O)c3ccc(-n4cccn4)cc3)CC2)cc1	0.0	-2	x	-5	-5	-3
20	Cc1ccc(NC(=O)C2CCC(=O)N2)cc1C (centres undefined)	-0.7	9	6	-3	0	0
21	C=CCc1ccc(OCCn2cccc2C=O)c(OC)c1	-1.3	6	-4	-1	4	-4
22	CC(C)C(=O)Nc1ccc(NC(=O)c2ccccn2)cn1	-0.6	4	9	2	-2	5
23	COc1cccc(OC)c1-c1nn(-c2ncc(C(F)(F)F)cc2Cl)c(=O)o1	-0.8	1	-14	4	-6	1
24	O=[N+]([O-])c1ccc(CN2CCN(c3ccccc3Cl)CC2)o1	3.7	-3	-10	-13	8	-9
25	CC(C)N(N=Nc1ccc([N+](=O)[O-])cc1)C(C)C	-0.1	-4	17	-10	6	4
26	Cc1c(N=Cc2ccc[nH]2)c(=O)n(-c2ccccc2)n1C	5.2	4	11	1	1	3
27	CCCCNC(=O)C1C2C=CC(C2)C1C(=O)O (centres undefined)	3.6	16	-23	6	-2	-2
28	COc1cccc(NC(=O)C2C3C=CC4(O3)C2C(=O)N(CCCN2CCCC(C)C2)C4C(=O)NC2CCCCC2C)c1 (centres undefined)	1.1	-2	22	-4	-1	1
29	CCn1cc([N+](=O)[O-])c(C(=O)N2CCCc3ccccc32)n1	0.2	14	-11	-5	-10	8
30	CC(C)(C)c1csc(NC(=O)c2cccnc2Cl)n1	-0.8	3	16	-3	-4	-3

cpd	cardiac RTF act	SUMO Mot1 rescue	PvdQ inh	NSD2 HMT inh	CDK5 inh
16	1	x	5	7	3.1
17	5	10	2	-2	0.9
18	3	12	-18	11	0.4
19	0	35	-5	-2	-0.8
20	0	-30	-5	2	0.0
21	8	2	6	0	0.3
22	-1	120	4	-2	0.4
23	-2	339	6	-4	0.4
24	-8	147	-12	6	0.1
25	-5	0	-9	-3	1.2
26	3	-15	5	1	0.5
27	-1	33	-1	0	1.4
28	0	4	1	0	-0.4
29	1	x	3	0	-0.1
30	-4	32	-7	-3	0.2

Record cards (already shown). Values in the order: C-LANA FP, Rtt109 HAT inh, PfHsp90 yeast 2, Cardiac RTF inh, dFosB act, Keap1 Nrf2 FP, cardiac RTF act, SUMO Mot1 rescue, PvdQ inh, NSD2 HMT inh, CDK5 inh
Shown for `CC(C)N(N=Nc1ccc([N+](=O)[O-])cc1)C(C)C` → -0.1, -4, 17, -10, 6, 4, -5, 0, -9, -3, 1.2
Shown for `CC(=O)NC(=S)Nc1ccc2oc(=O)ccc2c1` → 0.7, 3, 3, -5, 4, 0, 3, 12, -18, 11, 0.4

(listing goes on)
cpd	structure	C-LANA FP	Rtt109 HAT inh	PfHsp90 yeast 2	Cardiac RTF inh	dFosB act	Keap1 Nrf2 FP
31	O=C(NC1CCSC1=O)c1ccc(Cl)cc1 (centres undefined)	-0.3	-3	-19	3	2	-9
32	Cc1ccc(CN2CCCNC2=O)cc1	0.1	8	x	-6	-1	2
33	Cc1ccc(N2CC(C(=O)Nc3nccs3)CC2=O)cc1Cl (centres undefined)	-1.8	-11	x	-7	-3	-5
34	O=C1CCCC2(O)C1C(c1cccc(Br)c1)NC(=O)N2Cc1ccccc1 (centres undefined)	0.9	-2	-11	-9	-16	-6
35	COc1ccc(NC(=O)COC(=O)CCNS(=O)(=O)c2ccccc2)cc1OC	-1.2	-8	-12	-2	1	8
36	COc1ccccc1CNC(=O)CN1CCC(NC(=O)c2ccccc2F)CC1	-1.6	4	9	-8	6	3
37	CCOC(=O)c1ccc(NC(=O)CSc2nc(N3CCOCC3)nc(N3CCOCC3)n2)cc1	-0.2	-3	-75	-2	24*	-1
38	COc1ccc(-n2c(=O)c3ccccc3n(CC(=O)NC3CCCCC3)c2=O)c(OC)c1	-1.0	-11	-18	4	-1	1
39	COc1ccccc1C(=O)COC(=O)CN1C(=O)c2ccccc2C1=O	-0.1	2	-7	3	-7	5
40	N#C/C(=C\c1ccc(-c2ccccc2[N+](=O)[O-])o1)C(=O)N1CCOCC1	-0.1	6	-21	-3	-2	-2
41	O=C(COC(=O)c1cc[n+]([O-])cc1)Nc1ccc([N+](=O)[O-])cc1	-0.3	0	-21	6	-2	-1
42	CCN(CC(=O)Nc1ccc(NC(C)=O)cc1)C(=O)C1CCCN(C(=O)c2ccc(Cl)cc2)C1 (centres undefined)	-0.7	-7	1	4	6	-5
43	CSc1nc(C(=O)N2CCc3c([nH]c4ccccc34)C2c2ccccn2)cs1 (centres undefined)	1.8	3	-114	6	-19	-1
44	Cc1nc(-c2ccc(NC(=O)c3ccco3)cc2)cs1	0.0	7	51	-14	2	-2
45	CC(C)c1nc(CNC(=O)c2cc(COc3c(F)cccc3F)on2)cs1	0.3	-5	-3	-19	0	-3
46	COC(=O)c1cc(Nc2cc(C)c3ccc(O)cc3n2)cc(C(=O)OC)c1	-0.3	-2	10	5	12	1
47	CC1CC(C)CN(C(=O)COC(=O)c2ccc(Cl)nc2)C1 (centres undefined)	0.1	0	3	-6	6	-1
48	O=C(NCCc1ccccc1)C(=O)NC1CCCCC1	1.1	-2	6	-7	4	-6

cpd	cardiac RTF act	SUMO Mot1 rescue	PvdQ inh	NSD2 HMT inh	CDK5 inh
31	5	-6	-3	-6	-0.6
32	7	68	-5	-1	0.5
33	3	292	-10	-5	1.0
34	-7	39	-9	-1	-2.1
35	1	-10	4	2	-0.3
36	4	-25	-16	0	0.5
37	-1	-15	-15	-2	-0.2
38	-6	i	-12	x	1.5
39	-5	-2	-1	1	0.8
40	3	x	-11	4	-1.7
41	-5	-9	2	-2	0.0
42	4	-7	-11	0	-0.8
43	7	129	-8	1	-1.5
44	2	-37	0	-2	4.4
45	-4	0	-8	1	0.9
46	-1	-2	-6	29	-0.3
47	-6	x	5	-1	-2.0
48	0	18	-6	x	-0.4

Compound activity from PubChem.
